SENP6 block: blocks the human protease SENP6. Q9GZR1. Recombinant SENP6 catalytic domain, aminoluciferin luminescence. AID 2599. inhibition, % at 10 µM. 330,000 tested, 1.8% active;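 active = inhibition above about 50% at the single tested dose, limit read from the data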;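 also: plate controls were DMSO wells with enzyme for no effect and DMSO wells lacking enzyme for full effect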
Target sequence (Q9GZR1 628-1112 limits assumed): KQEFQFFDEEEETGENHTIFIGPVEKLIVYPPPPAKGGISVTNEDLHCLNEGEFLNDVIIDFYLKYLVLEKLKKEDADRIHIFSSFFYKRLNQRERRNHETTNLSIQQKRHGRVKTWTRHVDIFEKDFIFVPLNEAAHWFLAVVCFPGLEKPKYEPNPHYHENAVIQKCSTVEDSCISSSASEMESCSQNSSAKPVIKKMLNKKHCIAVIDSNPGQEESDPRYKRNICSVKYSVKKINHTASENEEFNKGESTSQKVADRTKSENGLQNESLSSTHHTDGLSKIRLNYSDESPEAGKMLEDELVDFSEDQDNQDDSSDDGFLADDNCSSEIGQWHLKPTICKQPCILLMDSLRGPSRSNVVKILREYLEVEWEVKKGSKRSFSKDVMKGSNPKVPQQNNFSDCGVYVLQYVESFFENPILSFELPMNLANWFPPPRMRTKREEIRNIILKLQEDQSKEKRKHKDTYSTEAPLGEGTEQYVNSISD
hIAP activ: increases human intestinal alkaline phosphatase activity; P09923; purified human IAP, CDP-Star luminescence, 30 min; active compounds read high; 1 = vehicle-only enzyme, 0 = enzyme-free background; activation factor at 10 µM; 330,000 tested, 0.16% active; AID 2524;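 active = activation factor of the enzyme at least 2-fold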; also: the source names both 10 and 20 µM as test concentration; values of inactives mirror those of a sister screen read the other way
Target sequence (P09923 whole entry, looked up): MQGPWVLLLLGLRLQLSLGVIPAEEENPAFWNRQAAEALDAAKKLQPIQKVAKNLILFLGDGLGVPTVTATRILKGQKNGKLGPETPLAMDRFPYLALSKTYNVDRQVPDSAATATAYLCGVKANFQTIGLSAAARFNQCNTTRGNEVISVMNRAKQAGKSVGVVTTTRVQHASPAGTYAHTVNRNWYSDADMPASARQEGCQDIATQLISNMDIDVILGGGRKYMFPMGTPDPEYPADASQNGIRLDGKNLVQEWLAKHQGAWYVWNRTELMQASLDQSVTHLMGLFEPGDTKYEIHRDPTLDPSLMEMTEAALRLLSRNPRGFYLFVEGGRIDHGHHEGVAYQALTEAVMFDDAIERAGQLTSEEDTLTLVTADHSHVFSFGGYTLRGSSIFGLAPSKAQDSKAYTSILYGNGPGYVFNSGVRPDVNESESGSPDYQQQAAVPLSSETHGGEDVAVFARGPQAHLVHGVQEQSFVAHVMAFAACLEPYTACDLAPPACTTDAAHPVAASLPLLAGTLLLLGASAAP
MPTP block: permeability transition pore inhibition | inhibition, % at 10 µM | 360,000 tested, 1.4% active | AID 602449 | isolated mouse mitochondria, Ca2+ swelling absorbance, 30 min;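 active = inhibition of 50% or more, scaled per plate between neutral and stimulator controls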;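 also: 0% = DMSO wells given calcium and 100% = 1 mM EGTA wells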
NR3A LBD binder: modulates the human NR3A ligand-binding domain | NR3A LBD differential scanning fluorimetry, Tm shift; 0% = protein alone, 100% = glycine-bound protein | Tm shift relative to glycine control, % at 25 µM | 340,000 tested, 2.5% active;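 active = melting temperature shift of at least 10% of the positive control shift, at one fixed dose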
SENP1 FRET inh: blocks the human SENP1 SUMO protease catalytic domain; 360,000 tested, 0.21% active; recombinant SENP1 catalytic domain, CyPet-SUMO1-YPet FRET cleavage; AID 624204; Q9P0U3; inhibition, % at 10 µM;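 active = inhibition at least 30% at 10 µM, raw YFP signal under a set limit, fluorescence ratio 0.5 to 1.5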;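 also: 0% = enzyme with DMSO and 100% = no enzyme wells; some results filed as inactive read as strong as hits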
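System: Recombinant human SENP1 catalytic domain, His6-tagged | Incubation: Enzyme reaction for 50 min at room temperature, dark | Medium: Tris pH 8 with BME, BSA, NP40 and catalase | Also added: 25 nM SUMO1 FRET substrate | Compound: 10 µM single point, 0.5% DMSO | Measured by: FRET fluorescence in CFP and YFP emission channels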
ATG4B inh: inhibitors of human ATG4B cysteine protease; ATG4B cleavage of LC3-PLA2, NBD-HPC fluorescence, 1 h; inhibition, % at 8.33 µM; 340,000 tested, 0.51% active; AID 504462; in the data active = inhibition above about 40%
SENP8 block: inhibitors of human SENP8 protease. Q96LD8. recombinant SENP8, Nedd8 substrate fluorescence. inhibition, % at 20 µM. 360,000 tested, 0.64% active. AID 602440; in the data active = inhibition mostly above about 40%, no sharp cut-off; inactive = mostly below about 27%
PfGluPho inh: PfG6PD (Plasmodium falciparum) enzyme inhibition; 350,000 tested, 0.78% active; PfGluPho enzyme, NADPH resazurin-diaphorase fluorescence; AID 504690; inhibition, % at 20 µM;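 active = inhibition reaching at least a set limit at 20 µM in the primary screen, cut at about 59% in these data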;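 also: 0% = DMSO wells with substrate and 100% = DMSO wells lacking glucose-6-phosphate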
The depositor's hits bear a star; · = not tested or not shown.

SMILES	SENP6 block	hIAP activ	MPTP block	NR3A LBD binder	SENP1 FRET inh	ATG4B inh	SENP8 block	PfGluPho inh
CCc1ccc2c(c1)cc(CN(C(=S)Nc1ccccc1C)C1CC1)c1nnnn12	6	0.81	2.8	0	0	-14	2	3
Cc1c(C(=O)OCC(=O)NCC2CCCO2)cccc1[N+](=O)[O-] (configuration not stated)	-18	0.95	0.3	0	-1	-1	2	-2
CCCCC1(C)OC(=O)C(=Cc2ccc(N(C)C)cc2)C(=O)O1 (configuration not stated)	-3	0.92	-8.6	5	1	-3	16	-13
CCN1C(=O)N(C)C(N(O)C(=O)NC)C1(C)C (configuration not stated)	-1	1	-4.9	1	3	-10	4	-3
O=C(c1ccc(F)cc1Cl)N(Cc1ccco1)C1CCS(=O)(=O)C1 (configuration not stated)	-6	0.86	-1.0	4	-2	-3	7	6
O=C(Nc1ccnn1C1CCN(Cc2cccc(OCCO)c2)CC1)C1CCOC1 (configuration not stated)	-14	1.1	-0.9	-2	-2	3	12	8
Cc1nc(N2CCC(C)CC2)c2oc3ccccc3c2n1	-14	1	21	1	-1	30	-49	-15
CCc1noc(C)c1C(=O)N1CCN(S(=O)(=O)c2ccc(C)cc2C)CC1	-9	1.3	-0.2	1	2	0	-5	-10
CC(C)(C)c1ccc(C(=O)c2c[nH]c(C(=O)NCc3ccco3)c2)cc1	-13	0.9	-0.1	0	1	-9	-29	2
ONC(=Nc1ccccc1)c1ccccc1Cl	-5	0.97	-0.4	0	-1	-2	11	24
CN(C)c1cccc(C(=O)NCCCSc2ccccc2)c1	-3	1.2	0.8	0	1	8	-382	-9
CSc1ncccc1C(=O)OCC(=O)c1ccc(S(=O)(=O)N2CCCCC2)cc1	-16	0.96	0.3	-1	2	-3	-3	5
Cc1ccc(NC(=O)COC(=O)CN2C(=O)NC3(CCCC3)C2=O)cc1Cl	-15	1	0.7	0	2	-6	-3	-1
Cc1occc1C(=O)N(C)Cc1nc(-c2ccccc2)no1	-7	0.99	2.3	-1	4	-2	10	-10
COc1cc(SC)ccc1C(=O)OCC(=O)NC(=O)NC(C)C	-1	1	-2.0	-2	0	-10	2	6
O=c1[nH]c2cc3c(cc2cc1CN(Cc1ccco1)C(=S)NCCCN1CCOCC1)OCCO3	-20	0.96	1.5	0	-1	-6	-345	11
Cc1cccc(NC(=O)Nc2ccc(S(=O)(=O)Nc3onc(C)c3C)cc2)c1	77*	0.96	1.9	3	1	-4	17	7
COc1ccc(S(=O)(=O)N2CCOCC2)cc1NC(=O)CN1C(=O)NC(C)(C2CC2)C1=O (configuration not stated)	3	0.86	-2.1	3	3	-12	6	1
CC(C)Cn1c(=O)c2sccc2n2c(CCCC(=O)NC3CCN(Cc4ccccc4)CC3)nnc12	-3	0.87	-1.5	1	-1	-12	9	-2
COc1ccccc1NS(=O)(=O)c1cccc(C(=O)N2CCCC2)c1	-4	1	-2.2	-2	2	-6	3	-9
CC(C)Oc1ccc(S(=O)(=O)N2CCCCC2)cc1NC(=O)CN1CCCC1c1cccs1 (configuration not stated)	-33	0.94	0.2	-3	0	-8	14	10
O=C(CSc1nnc(-c2ccco2)o1)NC1CCCCCC1	-6	1.1	-0.6	-1	2	-18	15	-14
Cc1cccnc1NC(=O)c1ccc([N+](=O)[O-])o1	11	1	1.7	7	-30	-2	-120	18
COc1ccc(N2C(=O)CC(c3ccccc3)CC2=O)cc1	0	1.1	-1.0	-1	2	1	7	2
Cc1c(C(=O)O)sc2nc(SCC(=O)Nc3ccc(S(=O)(=O)NCCCC(=O)O)cc3)[nH]c(=O)c12	5	0.96	-1.0	0	0	5	-5	-30
SMILES	SENP6 block	hIAP activ	MPTP block	NR3A LBD binder	SENP1 FRET inh	ATG4B inh	SENP8 block	PfGluPho inh
OC(COc1ccc(Cl)cc1)CN1C2=NCCCN2c2ccccc21 (configuration not stated)	9	1	70*	1	0	-6	18	-2
Cn1cccc1C(=O)N/N=C/c1c(Cl)cccc1Cl	79*	0.96	1.4	0	10	-6	4	16
O=C(COc1ccccc1)NCC1CCCO1 (configuration not stated)	-5	1	-0.3	1	2	4	14	-31
COc1ccc(NC(=O)CN(C)C(=O)C(C)Oc2ccc(Br)cc2)cc1 (configuration not stated)	-4	1	-1.0	7	1	-4	7	9
c1ccc(Cc2nn3c(Cn4nnc5ccccc54)nnc3s2)cc1	0	1	4.1	0	0	-9	9	54
COc1ccc(-c2cccc(NS(=O)(=O)c3cccc([N+](=O)[O-])c3)c2)nn1	-12	1	0.2	-8	-1	-3	16	-6
O=C(CN1CCCCCC1)Nc1cc(C(F)(F)F)ccc1Cl	-4	1	1.2	1	2	0	18	-8
CCn1c(C)c2c([n+]1CC)CC(C)(C)CC2=O	10	1.1	1.2	0	3	10	-9	4
C/C(=N/Oc1nc(C)cc(C)n1)c1ccccc1	-7	0.86	0.0	1	2	-10	4	-6
Fc1ccc(-n2ncc3c(SCc4cccnc4)ncnc32)cc1	6	0.87	9.4	2	0	-1	-36	5
Cc1ccc(C)n1-c1ccc(C(=O)Nc2ccccc2F)cc1	-14	0.92	19	0	-18	12	13	0
Cc1c(C(=O)N2CCCC2)c(S(=O)(=O)N2CCN(c3ccccc3F)CC2)c(C)n1C	-5	1	0.0	-1	3	-2	1	-3
COc1ccc(CCNc2nc(-c3sc(N)nc3C)cs2)cc1OC	5	1.1	-6.8	-2	-17	-9	-12	37
CN(C(=O)c1cccc(NC(=O)Cc2ccc(NC(=O)C3CCCN(C(=O)C4CC4)C3)cc2)c1)C1CCCC1 (configuration not stated)	·	·	-1.5	1	3	-2	3	-10
COc1ccccc1CNC(=O)c1cccnc1	7	1.1	0.3	1	0	-2	6	-12
CC1CCc2sc3ncnc(N4CCN(C)CC4)c3c2C1 (configuration not stated)	1	1.1	2.4	-1	0	2	7	-4
CCOC(=O)c1ccccc1NC(=O)CSc1nc2ccccc2c(=O)n1CCCN1CCOCC1	3	0.98	-1.3	-5	2	-4	3	15
C=CCn1cccc(C(=O)Nc2ccc(OC)cc2OC)c1=O	2	0.93	-0.4	-2	1	-1	-2	-7
COc1ccccc1CNC(=O)CSc1nc2c(oc3ccccc32)c(=O)n1CC1CCCO1 (configuration not stated)	-14	1.1	-2.5	1	0	2	0	8
COc1ccc(-n2ncc3c(NCCCN4CCOCC4)ncnc32)cc1	-20	1	0.2	0	0	3	-76	7
CCCNc1nc(-c2cc(-c3ccc(Cl)cc3)on2)cc(C(C)C)n1	-16	1.1	0.3	-2	0	8	-498	3
Clc1ccccc1OCCN1CCCCC1	-14	0.84	·	-1	·	-4	·	-4
COc1ccc(-n2c(N)c(Br)c(=O)[nH]c2=O)cc1	4	0.88	-1.7	2	4	-6	19	-4
COc1cccc(/C=N/Nc2ncnc3c2ncn3Cc2ccccc2)c1O	8	1.9	-0.4	-5	3	-25	1	-24
CCCOc1ccc(C2c3c(oc4ccccc4c3=O)C(=O)N2CCCN2CCOCC2)cc1 (configuration not stated)	-31	0.96	-0.4	·	-1	-10	-7	0

13 entries from above, with values under each structure.
Each structure is followed by: SENP6 block, hIAP activ, MPTP block, NR3A LBD binder, SENP1 FRET inh, ATG4B inh, SENP8 block, PfGluPho inh
- OC(COc1ccc(Cl)cc1)CN1C2=NCCCN2c2ccccc21 (configuration not stated)
  9, 1, 70*, 1, 0, -6, 18, -2
- Cn1cccc1C(=O)N/N=C/c1c(Cl)cccc1Cl
  79*, 0.96, 1.4, 0, 10, -6, 4, 16
- O=C(COc1ccccc1)NCC1CCCO1 (configuration not stated)
  -5, 1, -0.3, 1, 2, 4, 14, -31
- COc1ccc(NC(=O)CN(C)C(=O)C(C)Oc2ccc(Br)cc2)cc1 (configuration not stated)
  -4, 1, -1.0, 7, 1, -4, 7, 9
- c1ccc(Cc2nn3c(Cn4nnc5ccccc54)nnc3s2)cc1
  0, 1, 4.1, 0, 0, -9, 9, 54
- COc1ccc(-c2cccc(NS(=O)(=O)c3cccc([N+](=O)[O-])c3)c2)nn1
  -12, 1, 0.2, -8, -1, -3, 16, -6
- O=C(CN1CCCCCC1)Nc1cc(C(F)(F)F)ccc1Cl
  -4, 1, 1.2, 1, 2, 0, 18, -8
- CCn1c(C)c2c([n+]1CC)CC(C)(C)CC2=O
  10, 1.1, 1.2, 0, 3, 10, -9, 4
- C/C(=N/Oc1nc(C)cc(C)n1)c1ccccc1
  -7, 0.86, 0.0, 1, 2, -10, 4, -6
- Fc1ccc(-n2ncc3c(SCc4cccnc4)ncnc32)cc1
  6, 0.87, 9.4, 2, 0, -1, -36, 5
- Cc1ccc(C)n1-c1ccc(C(=O)Nc2ccccc2F)cc1
  -14, 0.92, 19, 0, -18, 12, 13, 0
- Cc1c(C(=O)N2CCCC2)c(S(=O)(=O)N2CCN(c3ccccc3F)CC2)c(C)n1C
  -5, 1, 0.0, -1, 3, -2, 1, -3
- COc1ccc(CCNc2nc(-c3sc(N)nc3C)cs2)cc1OC
  5, 1.1, -6.8, -2, -17, -9, -12, 37

(next part)
SMILES	SENP6 block	hIAP activ	MPTP block	NR3A LBD binder	SENP1 FRET inh	ATG4B inh	SENP8 block	PfGluPho inh
CCC(C)NC(=O)C1c2ccccc2C(=O)N1Cc1ccccc1 (configuration not stated)	-9	1.1	1.4	1	-39	-12	16	10
N#C/C(=N\Nc1ccc([N+](=O)[O-])cc1)C(=N)N1CCOCC1	-6	0.99	0.7	1	1	-9	18	13
O=C(NC1CCOC1)c1ccc(OC2CCN(CCc3ccccc3)CC2)cc1 (configuration not stated)	15	1.1	1.1	-3	0	3	11	-11
CC(C)(C)OC(=O)N1CCC(Cc2cc(-c3cccnc3)no2)(C(=O)O)CC1	6	1	-0.3	-1	2	0	13	-6
CC(C)(C)OC(=O)N1CCCC(C(=O)Nc2cccc(C(=O)N3CCCCC3)c2)C1 (configuration not stated)	·	·	-0.6	-2	3	1	16	2
Cc1cc([N+](=O)[O-])cc(C)c1OCC(=O)N/N=C/c1ccc(OC(=O)c2ccccc2Br)cc1	0	0.9	1.0	4	0	4	8	-2
Cc1ccc(-c2cc(C(=O)NCCCN3CCOCC3)c3ccc(Cl)c(C)c3n2)cc1	-6	0.85	0.9	-15	-1	6	-241	17
O=C(O)CCSC(=S)N1CCOCC1	-2	1	0.0	2	1	-2	18	4
O=C(NCc1ccc2c(c1)OCO2)c1ccc(CSCc2ccccc2Cl)o1	-6	0.91	3.4	2	2	8	10	5
COC(=O)Nc1nnc(SCc2ccc(C)cc2)s1	-2	1.1	-1.2	1	-2	-2	33	-39
Cc1occc1C(=O)NC(C)C1CCCO1 (configuration not stated)	2	0.87	-0.3	1	0	7	0	-26
CC(=O)c1ccc(N(C(=O)Cn2nnc3ccccc32)C(C(=O)NCc2ccccc2)c2ccccn2)cc1 (configuration not stated)	13	0.95	-0.3	-4	-1	-1	16	-23
S=C1NC[C@H](CC2CCCCC2)N1CCCCC1CCCCC1	-3	1	-2.7	-1	1	-6	4	4
Cc1ccc(C(C)C)c(OCC(=O)c2c(O)c3ccccc3oc2=O)c1	-16	1.1	34	0	-2	5	-90	-20
O=C(NCc1cccnc1)Nc1cccc(Cl)c1	5	0.91	1.6	1	1	-2	6	-2
Oc1ccc2ccccc2c1C=Nc1ccc(N2CCOCC2)cc1	-20	0.94	·	4	·	-11	·	35
COc1ccc(NS(=O)(=O)c2cccs2)cc1S(=O)(=O)N1CCCCC1	1	1.2	0.5	2	2	3	4	-6
O=C(NCc1ccc2c(c1)OCO2)c1ccc(Br)cc1	-11	1.2	0.0	-2	2	3	8	-3
